# Bioassay records: PubChem BioAssay, Sanford-Burnham Center for Chemical Genomics
# SENP8 block-1: SENP8 (human) protease inhibition | Q96LD8 | recombinant SENP8, Nedd8 substrate fluorescence | inhibition, % at 20 µM | hit rate 0.64% among 360,000 | AID 602440; in the data active = inhibition mostly above about 40%, no sharp cut-off; inactive = mostly below about 27%
# beta cell repl: induces beta-cell replication in MIN6 cells. AID 2380. hit rate 0.29% among 330,000. MIN6 cells proliferation, ATPlite luminescence, 48 h; cells starved in 0.2% serum; 100% = growth in 10% serum. proliferation, % at 10 µM;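 active = compounds whose signal lies at least 3.5 SD above the mean of all wells on their plate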;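 also: 0% = DMSO-treated cells in low-serum medium and 100% = 10% serum control; some compounds called inactive have numbers as strong as hits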
# SENP7 inh: inhibitors of human SENP7 protease; Q9BQF6; recombinant SENP7, Z-RLRGG-aminoluciferin luminescence, 40 min; inhibition, % at 5 µM; hit rate 1.5% among 330,000;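 active = inhibition above about 50% at the single test dose, limit read from the data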;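 also: plate controls were DMSO with enzyme for no effect and no enzyme buffer wells for full effect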
# Target sequence (Q9BQF6 706-1050 limits assumed): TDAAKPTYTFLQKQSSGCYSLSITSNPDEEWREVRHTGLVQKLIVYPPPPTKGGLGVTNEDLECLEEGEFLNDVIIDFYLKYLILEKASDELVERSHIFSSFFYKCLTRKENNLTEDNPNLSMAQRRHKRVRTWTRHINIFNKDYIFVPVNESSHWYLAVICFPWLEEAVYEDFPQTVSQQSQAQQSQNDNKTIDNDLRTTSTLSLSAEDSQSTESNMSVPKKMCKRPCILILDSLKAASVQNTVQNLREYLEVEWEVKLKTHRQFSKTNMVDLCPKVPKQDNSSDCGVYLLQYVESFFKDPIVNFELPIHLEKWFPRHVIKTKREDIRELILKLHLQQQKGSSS
# PfGluPho inh: PfG6PD (Plasmodium falciparum) enzyme inhibition. PfGluPho enzyme, NADPH resazurin-diaphorase fluorescence. inhibition, % at 20 µM. hit rate 0.78% among 350,000. AID 504690;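 active = inhibition reaching at least a set limit at 20 µM in the primary screen, cut at about 59% in these data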;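 also: 0% = DMSO wells with substrate and 100% = DMSO wells lacking glucose-6-phosphate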
# SENP8 block-2: blocks the human protease SENP8; Q96LD8; purified SENP8, Z-RLRGG-aminoluciferin cleavage, luminescence; inhibition, % at 10 µM; hit rate 1.2% among 330,000; AID 2540; in the data active = inhibition above about 50%
# UBC13 polyUb: human UBC13 polyubiquitination inhibition; UBC13 polyubiquitin chain formation, TR-FRET; inhibition, % at 20 µM; hit rate 0.47% among 330,000; in the data active = inhibition above about 45%, passing the limit was not always enough
# HKDC1 inh: HKDC1 (human) hexokinase inhibition. recombinant HKDC1, G6PDH/diaphorase resazurin coupled fluorescence. hit rate 0.16% among 340,000. inhibition, % at 20 µM. Q2TB90;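 active = inhibition above about 35% when tested at 20 µM, limit read from the data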;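 also: plate controls were DMSO wells with enzyme for no effect and DMSO wells lacking enzyme for full effect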
#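 Assay system: recombinant HKDC1 hexokinase; detection: coupled resazurin fluorescence, excitation 525 nm, emission 613 nm; benchmarks: DMSO-plus-enzyme-mix negative control, buffer-substituted positive control; compound dosing: single 20 µM dose; schedule: 90 min at room temperature in dark; also added: glucose plus 1 mM ATP as hexokinase substrates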
# SENP6 inh: SENP6 protease inhibition | Q9GZR1 | Recombinant SENP6 catalytic domain, aminoluciferin luminescence | inhibition, % at 10 µM | hit rate 1.8% among 330,000 | AID 2599;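 active = inhibition above about 50% at the single tested dose, limit read from the data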;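 also: plate controls were DMSO wells with enzyme for no effect and DMSO wells lacking enzyme for full effect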
# Target sequence (Q9GZR1 628-1112 limits assumed): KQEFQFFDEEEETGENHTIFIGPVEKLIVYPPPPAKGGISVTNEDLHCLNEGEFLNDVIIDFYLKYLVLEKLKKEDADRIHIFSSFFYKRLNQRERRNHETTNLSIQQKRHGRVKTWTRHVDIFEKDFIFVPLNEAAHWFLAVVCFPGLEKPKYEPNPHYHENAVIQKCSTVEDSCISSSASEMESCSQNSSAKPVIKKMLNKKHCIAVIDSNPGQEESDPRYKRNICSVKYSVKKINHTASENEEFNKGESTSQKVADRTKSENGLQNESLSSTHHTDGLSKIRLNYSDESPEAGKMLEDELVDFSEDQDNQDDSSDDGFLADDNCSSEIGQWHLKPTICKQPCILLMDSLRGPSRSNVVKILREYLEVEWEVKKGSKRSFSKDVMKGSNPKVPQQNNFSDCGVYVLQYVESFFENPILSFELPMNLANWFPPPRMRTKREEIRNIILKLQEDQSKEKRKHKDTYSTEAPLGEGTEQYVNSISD
# SENP1 FRET inh: blocks the human SENP1 SUMO protease catalytic domain. Q9P0U3. recombinant SENP1 catalytic domain, CyPet-SUMO1-YPet FRET cleavage. inhibition, % at 10 µM. hit rate 0.21% among 360,000;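 active = inhibition at least 30% at 10 µM, raw YFP signal under a set limit, fluorescence ratio 0.5 to 1.5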;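 also: 0% = enzyme with DMSO and 100% = no enzyme wells; some results filed as inactive read as strong as hits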
# Target sequence (Q9P0U3 419-644 limits assumed): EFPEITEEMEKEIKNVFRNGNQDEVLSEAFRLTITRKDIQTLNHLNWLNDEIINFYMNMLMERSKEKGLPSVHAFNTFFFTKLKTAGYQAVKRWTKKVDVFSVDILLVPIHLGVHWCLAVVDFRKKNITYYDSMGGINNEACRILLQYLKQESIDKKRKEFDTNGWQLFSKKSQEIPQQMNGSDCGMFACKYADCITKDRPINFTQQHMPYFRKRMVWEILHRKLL
#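 Material – human SENP1 catalytic domain · Input – SENP1 enzyme, 20 pM final · Compound dosing – single concentration of 10 µM compound, 0.5% DMSO final · Timing – enzyme reaction for 50 min at room temperature, dark · Measured by – FRET fluorescence in CFP and YFP emission channels · Control set – no-enzyme wells low, DMSO-plus-enzyme wells high control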
# * = called active by the depositor; i = inactive; / = no result given. Not a hit list; 4% or so of the library scored in one or more.
# The opening five compounds as a preview:
SMILES,SENP8 block-1,beta cell repl,SENP7 inh,PfGluPho inh,SENP8 block-2,UBC13 polyUb,HKDC1 inh,SENP6 inh,SENP1 FRET inh
Cc1cccc(NC(=O)CNC(=O)c2cccc(S(=O)(=O)NCc3cccs3)c2)c1C,18,-2,-7,3,4,10,9,-4,-2
Cc1nc(N2CCN(C(=O)CCC(=O)O)CC2)c2c(C)c(C)sc2n1,2,0,6,3,-1,1,0,-16,0
O=C(NN=C1CCCCCC1)c1cc(-c2ccccc2)nc2ccccc12,13,3,0,-15,6,-4,-3,-1,-2
NNC(=O)/C(=C/c1cccs1)NC(=O)c1ccccc1Cl,4,0,-7,4,-17,-8,-1,-5,-13
CCc1nnc(NC(=O)CSc2nnc(COc3ccccc3)n2-c2ccc(C)cc2)s1,7,1,-2,-8,1,4,2,-10,-1

# Results, repeating the preview:
SMILES,SENP8 block-1,beta cell repl,SENP7 inh,PfGluPho inh,SENP8 block-2,UBC13 polyUb,HKDC1 inh,SENP6 inh,SENP1 FRET inh
Cc1cccc(NC(=O)CNC(=O)c2cccc(S(=O)(=O)NCc3cccs3)c2)c1C,18,-2,-7,3,4,10,9,-4,-2
Cc1nc(N2CCN(C(=O)CCC(=O)O)CC2)c2c(C)c(C)sc2n1,2,0,6,3,-1,1,0,-16,0
O=C(NN=C1CCCCCC1)c1cc(-c2ccccc2)nc2ccccc12,13,3,0,-15,6,-4,-3,-1,-2
NNC(=O)/C(=C/c1cccs1)NC(=O)c1ccccc1Cl,4,0,-7,4,-17,-8,-1,-5,-13
CCc1nnc(NC(=O)CSc2nnc(COc3ccccc3)n2-c2ccc(C)cc2)s1,7,1,-2,-8,1,4,2,-10,-1
CC(=O)C[C@H](O)CC(=O)[C@H]1OC(=O)[C@H](C)C/C=C\Cc2ccccc21,10,-1,3,1,-11,3,1,-8,-1
CCn1nccc1C(=O)Nc1cc(Cl)cc(Cl)c1,16,-2,20,19,1,9,5,30,3
Cc1cc(C)cc(OC(C)C(=O)Nc2ccc(S(=O)(=O)Nc3cc(C)nc(C)n3)cc2)c1 (stereo not drawn),-2,-4,0,-22,-10,-14,-7,10,2
O=[N+]([O-])c1ccc(Nc2cccc(F)c2)nc1,-28,-2,-4,-1,-14,-13,-5,-17,-26
Cc1cccn2c(=O)c3cc(C#N)c(=NC(=O)c4cccnc4)n(CC4CCCO4)c3nc12 (stereo not drawn),i,-2,-14,12,-6,2,2,-24,9
O=C1CC(c2ccc(F)cc2)CC2=C1C(c1ccc([N+](=O)[O-])o1)Nc1ccccc1N2 (stereo not drawn),32,-3,6,-10,-8,-15,8,-13,2
O=C(c1cccc(NS(=O)(=O)c2ccc(F)cc2)c1)N1CCN(c2ccccc2)CC1,19,-3,-2,-12,-4,-10,-4,-3,2
COC(=O)c1ccc(CO/N=C/c2ccc(OC)cc2OC)cc1,16,8.0*,-19,12,-26,-2,0,-20,2
CCCOc1cccc(C(=O)Nc2ccc(CN3CCOCC3)cc2)c1,6,2,6,3,8,-1,2,9,3
CC1CN(c2ccc(NC(=S)NNCCC#N)cc2)CC(C)O1 (stereo not drawn),13,-2,1,0,1,-2,-4,0,0
CCOc1ccccc1CNS(=O)(=O)c1ccc(-c2cnc(C3CC3)o2)cc1,-36,-8,7,16,-1,-5,-3,-6,1
CC(=O)c1ccc(NC(=S)NN2C(C)CCCC2C)cc1 (stereo not drawn),12,0,3,-1,0,1,-1,-2,2
COc1cc(OC)c2c(C)cc(=O)oc2c1C(CCN1CCOCC1)c1ccc2c(c1)OCO2 (stereo not drawn),-217,-5,-11,7,-18,25,-6,-22,-1
C/C(=N\NC(=O)c1ccc(Cl)cc1)c1cccnc1,4,-3,-9,3,-9,-6,-6,-15,1
CCC(Oc1ccccc1)C(=O)Nc1nnc(S(=O)(=O)N2CCCC2)s1 (stereo not drawn),-21,4,-7,-30,9,-18,0,-4,-3
CCN(CC)S(=O)(=O)c1ccc(OC)c(NC(=O)C2CC(=O)N(c3ccc4c(c3)OCCO4)C2)c1 (stereo not drawn),10,-3,16,-1,-11,-4,-6,-9,1
COC(=O)c1cc(NS(=O)(=O)c2ccc(Cl)c(N3C(=O)c4ccc(C(=O)O)cc4C3=O)c2)cc(C(=O)OC)c1,16,-3,4,-26,0,-16,5,14,0
O=C(NCc1ccco1)c1ccc(Cn2c(=S)[nH]c3ccccc3c2=O)cc1,23,-3,4,4,-1,36,0,-1,2
O=C(/C=C\Nc1ccc(Br)cc1)c1cccnc1,-383,-2,66*,20,57*,-4,-11,83*,-29
COc1ccc(N(CC(=O)N2CCN(C)CC2)S(C)(=O)=O)cc1OC,10,1,3,-13,7,6,-2,8,0
Cc1ccc(S(=O)(=O)NCCC(=O)NC2CCN(Cc3ccccc3)CC2)cc1,10,-3,2,1,6,2,-4,-22,2
CCn1c(=O)cc(OCC(=O)NC2CC2)c2ccccc21,16,-1,-11,0,-10,-6,1,-6,3
CC(=O)N1c2ccc(S(=O)(=O)N3CCCCC3)cc2CC1C (stereo not drawn),11,-3,-16,-12,-4,-3,-2,-5,2
O=C1c2ccccc2C(O)(Cc2ccccc2)N1C1CCCCC1 (stereo not drawn),/,-4,-8,10,4,-4,2,-4,/
CCN(CC)c1nc(N)n(CCSC(=S)N(C)C)c(=O)n1,9,0,-5,5,10,8,-7,8,1
CC1CCN(C(=O)COc2ccc3ccccc3c2Br)CC1,13,3,-9,/,-1,-8,/,-7,1
COc1ccc(-n2ncc3c2CC(C)(C)CC3NC(=O)CSc2ccccn2)cc1 (stereo not drawn),-3,-1,-19,-6,-4,2,-5,-1,2
O=C1CCCN1CCC(=O)N1CCCC(Nc2ccc(F)cc2)C1 (stereo not drawn),-6,-2,-5,15,6,11,-3,-9,1
COc1ccc(OCC(O)CNC(=O)/C=C/c2cccc([N+](=O)[O-])c2)cc1 (stereo not drawn),5,0,-4,-8,-11,6,4,0,1
CN(C)c1ccc(C(O)c2cc3ccccc3s2)cc1 (stereo not drawn),7,/,/,34,/,/,1,/,0
CCOc1ccc(OCCC(=O)N2CCN(S(=O)(=O)c3cccc(F)c3)CC2)cc1,6,-2,3,-10,-8,2,5,-9,2
CC(=O)c1nn(-c2ccccc2)cc1C(=O)c1cccc(Br)c1,21,-1,-4,-15,5,11,5,3,1
COc1cc(OC)c2cc(C(=O)N[C@H](C(=O)N3CCC[C@H]3C(=O)O)C(C)C)n(C)c2c1,-108,-2,3,-6,-4,-2,3,-5,-8
CCOc1ccc(NC(=O)Nc2cc(C(C)C)ccc2C)cc1,26,-1,0,/,-2,2,/,1,4
Cc1cc(=O)oc2cc(OCC(=O)NC(Cc3c[nH]c4ccc(O)cc34)C(=O)O)c(Cl)cc12 (stereo not drawn),-6,-2,-13,13,-2,-15,7,6,1
Cc1ccc(S(=O)(=O)N2CCN(C(=O)CSc3ncc(C(F)(F)F)cc3Cl)CC2)cc1,16,-4,-5,-30,-2,7,6,-6,0
CC(=O)NS(=O)(=O)c1ccc(NC(=O)C(C)NS(=O)(=O)/C=C/c2ccccc2)cc1 (stereo not drawn),-2,-5,3,-26,3,2,-6,-7,1
CC1=C/C(=N\OS(=O)(=O)c2ccccc2)C(C)=CC1=O,36,-4,-6,111*,0,-6,18,-5,-1
Cc1c(N)cc(N)cc1C(=O)O,26,0,4,25,2,-11,0,-11,21
COc1ccc(-c2csc(NC(C)c3nc4cc(Cl)c(Cl)cc4n3CCOCCO)n2)cc1 (stereo not drawn),-8,-9,-4,21,-2,13,-2,0,-4
O=C(N/C(=N\O)c1ccccc1)Nc1ccc(Cl)cc1,29,-1,2,-5,3,6,4,-15,-5
CCOC(=O)CSc1nnc(Cc2ccccc2)n1Cc1ccco1,6,1,-3,4,-4,9,3,9,-1
CC1CC(C)(C)CC2(C1)NC(=O)N(CC(=O)N1CCN(S(=O)(=O)c3cccc(Cl)c3Cl)CC1)C2=O (stereo not drawn),8,/,/,5,/,/,17,/,-1
CCCCc1nc2ccccc2c(N)c1CCC (tested in a mixture with another compound),-8,-1,-10,0,-7,9,-5,-6,4
CCN(CC)S(=O)(=O)c1ccc(OC)c(NS(=O)(=O)c2cccc(C(=O)O)c2)c1,20,1,6,-34,3,-2,11,-8,2
# Continuation.
SMILES,SENP8 block-1,beta cell repl,SENP7 inh,PfGluPho inh,SENP8 block-2,UBC13 polyUb,HKDC1 inh,SENP6 inh,SENP1 FRET inh
O=C(CSc1nnc2n1CCCN2)c1ccc([N+](=O)[O-])cc1,10,-1,-6,27,1,-1,-5,4,1
C/C(=N\NC(=O)CNc1ccccc1)c1ccccc1,17,1,0,-3,1,-13,5,6,1
O=C(c1cc(-c2ccc(F)cc2)nc2ccccc12)N1CCN(C2CCS(=O)(=O)C2)CC1 (stereo not drawn),-175,-1,-2,11,2,-4,-1,3,0
NS(=O)(=O)c1cccc(C(=O)NC2CCSc3ccccc32)c1 (stereo not drawn),14,0,7,-12,6,4,3,1,0
CCC(=O)Nc1ccc(-c2ccc(N3CCN(C)CC3)nn2)cc1,-8,1,4,-3,4,1,1,7,1
COc1ccccc1N1CCN(C(=O)/C=C/c2ccc(C)cc2)CC1,9,-1,3,25,4,1,-3,12,2
COc1ccc(OC)c(CNC(=O)CCS(=O)(=O)c2ccc3c(c2)oc(=O)n3C)c1,4,-3,1,9,-1,7,-1,-8,-2
CCCCCc1nnc(NC(=O)NS(=O)(=O)c2ccc(C)cc2)s1,0,0,8,-4,14,-2,-7,5,0
CC(C)(C)C(=O)/C=C1\NC(=O)CS1,-18,0,-8,1,-6,-10,-7,-21,0
Cc1c(/C=N\NC(=O)C2COc3ccccc3O2)c2ccccc2n1C (stereo not drawn),10,/,/,14,/,/,-2,/,-1
CCN(CC)S(=O)(=O)c1ccc(NC(=O)CN(c2cccc(C)c2)S(C)(=O)=O)cc1,7,-1,2,10,-5,-6,2,-1,0
COc1ccc2c(c1)c(C(=O)CN1CCC(C(N)=O)CC1)c(C)n2C,9,-1,12,11,1,5,-1,3,0
COC(=O)[C@H](Cc1ccccc1)NC(=O)N1CCCCC1C (stereo partly drawn),10,2,6,-7,7,9,-12,-7,2
CCOC(=O)[C@@H]1[C@H]2COc3ccccc3[C@@H]2N2C(=O)N(c3cccc(F)c3)C(=O)[C@@]12C,3,-2,-1,3,-13,-24,-3,-3,2
COC(=O)c1ccc(S(=O)(=O)N2CCC(O)CC2)n1C,22,-2,4,6,-2,6,-2,11,2
Cc1ccccc1NC(=O)Cn1nnc(-c2ccc(N3CCOCC3)cc2)n1,10,-3,0,-3,-9,2,-8,0,-2
COc1ccc(NC(=O)c2cc(-c3ccccc3Cl)on2)cc1,16,-4,-20,10,-19,-7,5,-9,1
COc1ccccc1CNC(=O)CCNS(=O)(=O)c1cccc2nsnc12,6,-1,-11,-3,-12,-1,-6,-18,1
CCC(CC)NC(=O)CSc1ccc(S(=O)(=O)N2CCOCC2)cn1,12,3,-6,-1,-8,3,-4,-2,0
Cc1ccc(S(=O)(=O)N2CCC(N3CCC(C)CC3)CC2)cc1,3,6,-5,-4,-8,1,-5,1,-2
O=C(NCCCN1CCCC1)c1ccc2c(c1)N(Cc1ccccc1)CCS2,-435,-5,-3,2,-1,55*,-5,-4,-6
